FXIa inh 1536: factor XIa (human) inhibition. P03951. purified FXIa, Boc-Glu-Ala-Arg-AMC fluorogenic substrate. inhibition, % at 5 µM. 220,000 tested, 0.14% active;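 active = inhibition of at least 40%; inactive = inhibition below 40%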;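 note: fluorescence of freed AMC excited at 355 nm; 0% = enzyme without compound and 100% = no enzyme blank; many of its hits are not listed in these tables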
Target sequence (P03951 19-387 limits assumed): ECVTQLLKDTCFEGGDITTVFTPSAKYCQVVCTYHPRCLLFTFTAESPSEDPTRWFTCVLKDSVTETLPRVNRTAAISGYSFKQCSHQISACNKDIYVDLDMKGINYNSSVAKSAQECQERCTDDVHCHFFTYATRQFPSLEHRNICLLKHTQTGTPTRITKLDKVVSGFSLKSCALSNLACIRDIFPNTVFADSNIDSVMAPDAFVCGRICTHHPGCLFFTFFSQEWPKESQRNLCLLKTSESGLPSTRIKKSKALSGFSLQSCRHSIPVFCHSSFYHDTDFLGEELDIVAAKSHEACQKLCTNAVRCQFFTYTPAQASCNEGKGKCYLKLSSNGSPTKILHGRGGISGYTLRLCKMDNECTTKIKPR
Target sequence (P03951 388-625 limits assumed): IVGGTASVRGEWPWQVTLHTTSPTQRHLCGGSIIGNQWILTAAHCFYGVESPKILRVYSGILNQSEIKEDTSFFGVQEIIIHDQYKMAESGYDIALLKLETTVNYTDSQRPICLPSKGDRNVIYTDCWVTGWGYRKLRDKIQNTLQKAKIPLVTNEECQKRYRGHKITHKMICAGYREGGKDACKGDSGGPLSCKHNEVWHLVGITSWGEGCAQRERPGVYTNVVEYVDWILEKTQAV
KCC2 mod: KCC2 (human) Cl- transport modulation. Q9H2X9. KCC2 cells, thallium flux FluoZin-2 fluorescence. B-score of Tl+ flux slope (higher = more flux/activation; lower = inhibition) at 10 µM. 190,000 tested, 2.2% active. AID 1456;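 active = thallium flux slope and its plate-corrected score both differing from the plate sample mean at a set confidence after two filtering rounds, in either direction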;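 note: slope of fluorescence scaled to starting intensity during 10 to 20 s after thallium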
PERK inhibitor: inhibitors of human PERK kinase. Q9NZJ5. CHO PERK-DD fusion, SEAP luminescence translation reporter. inhibition, % at 5.6 µM. 220,000 tested, 0.17% active. AID 1416;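 active = inhibition above the mean inhibition of all tested compounds plus 3 SD, set separately per screening campaign, cut at about 2.9% in these data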;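 note: PERK kinase domain activated by AP20187 dimerizer at 100 nM; 0% = DMSO with dimerizer and 100% = rapamycin at 8.4 µM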
Furin inhibitor: human furin inhibition; P09958; purified furin, fluorogenic substrate cleavage; inhibition, % at 30 µM; 220,000 tested, 0.061% active; AID 463115; in the data active = inhibition above about 25%; note: inactives centre near -15
Calpain2 inh: inhibitors of pig calpain II | purified calpain II, fluorogenic peptide substrate, 30 min | inhibition, % at 16 µM | 220,000 tested, 0.37% active | AID 1236;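 active = inhibition above about 50%, limit read from the data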
Thrombin inh: thrombin (human) inhibition; 220,000 tested, 0.26% active; inhibition, % at 5 µM; alpha-thrombin, Boc-VPR-AMC fluorogenic substrate cleavage; P00734;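 active = inhibition at or above 40%; inactive = inhibition below 40%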;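 note: 0% = enzyme with no compound and 100% = wells without enzyme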
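System – human alpha-thrombin · Medium – pH 7.5 Tris (50 mM) with NaCl 150 mM, Tween 20 0.05% · Compound – single-point dosing at 5 µM, 0.2% DMSO · Incubation – enzyme reaction carried out at room temperature · Technique – fluorescence of released AMC, ex 355 nm, em 460 nm · Read-out basis – % inhibition of thrombin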
Rad51 HR inh: blocks human Rad51 in homologous recombination | hRad51 DNA strand exchange, fluorescence dequenching | inhibition, % at 10 µM | 200,000 tested, 0.085% active | AID 1385;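 active = inhibition above 40% at the single screening dose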;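 note: 0% = DMSO control wells and 100% = blanks with heterologous ssDNA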
Target sequence (Q06609 whole entry, looked up): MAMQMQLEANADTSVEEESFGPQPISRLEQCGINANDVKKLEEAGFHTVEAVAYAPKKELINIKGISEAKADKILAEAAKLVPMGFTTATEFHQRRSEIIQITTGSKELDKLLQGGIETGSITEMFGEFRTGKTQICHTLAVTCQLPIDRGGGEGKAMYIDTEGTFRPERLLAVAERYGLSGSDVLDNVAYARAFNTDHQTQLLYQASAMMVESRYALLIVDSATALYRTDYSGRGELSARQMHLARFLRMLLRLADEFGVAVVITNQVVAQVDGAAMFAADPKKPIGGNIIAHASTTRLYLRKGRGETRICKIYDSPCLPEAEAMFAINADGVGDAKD
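Material: human Rad51–ssDNA filaments; Probe or stimulus: labelled 47-mer dsDNA for strand exchange; Doses: single 10 µM dose; Incubation: 37 °C 15-min filament assembly, 30-min compound preincubation, 15-min exchange; Technique: FRET fluorescence dequenching, excitation 485 nm, emission 520 nm; Measure: Fluorescence-based percent inhibition, control- and blank-normalised; Benchmarks: plate control and blank wells.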
FXIIa inh: inhibitors of human coagulation factor XIIa | P00748 | purified FXIIa, Boc-QGR-AMC fluorogenic substrate, 2 h | inhibition, % at 5 µM | 220,000 tested, 0.3% active; in the data active = inhibition above about 40%;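 note: 0% = enzyme with no compound and 100% = blank without enzyme; many of its hits are not listed in these tables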
KLK5 inh: kallikrein 5 (human) inhibition; Q9Y337; AID 873; inhibition, % at 5 µM; 210,000 tested, 0.59% active; recombinant hK5, fluorogenic AMC substrate cleavage;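 active = inhibition of 40% or more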;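 note: 0% = enzyme controls without compound and 100% = no-enzyme blanks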
Active calls of the source: *; i = inactive; nt = no result given; [ ] = remark or other dose. An excerpt, so the mix of outcomes need not match the whole.

1. COc1ccc(-c2cn[nH]c2N)cc1OC
2. Cc1cc(-c2nnc(SCC(=O)Nc3nc(-c4ccc(Cl)cc4)cs3)o2)no1
3. O=C(CCl)N(c1ccccc1)c1ccccc1
4. Cc1cc(C)cc(NC(=O)c2ccccc2CC[N+](=O)[O-])c1
5. O=C(Cn1nnc2ccccc21)Nc1ccc([N+](=O)[O-])cc1
6. CCc1ccc(NC(=O)c2cccnc2)cc1
7. COc1ccc(/C(O)=C2/C(=O)C(=O)N(CCN3CCOCC3)C2c2ccc(C)cc2)cc1 (centres undefined)
8. CCCCNCCOCCOc1ccc(C)cc1[N+](=O)[O-]

assay / entry	1	2	3	4	5	6	7	8
FXIa inh 1536	-1	-2	0	-3	1	-3	0	5
KCC2 mod	0.47	-1.4	3.7	nt	-0.99	1.8	0.95	0.37
PERK inhibitor	1.4	0.2	-0.4	-0.9	1.1	1.3	1.2	1.4
Furin inhibitor	-14[20 µM]	-18	-23	-15[20 µM]	-29	-19[20 µM]	-1	-10
Calpain2 inh	6	-30	11	-33	-10	-33	21	-7
Thrombin inh	5	-5	-8	-10	0	1	0	-1
Rad51 HR inh	2	-11	nt	1	-2	-1	5	2
FXIIa inh	12	5	7	-5	9	22	11	21
KLK5 inh	8	-1	nt	0	3	-19	-3	-6

Nothing new here: 4 of the compounds above.
5. O=C(Cn1nnc2ccccc21)Nc1ccc([N+](=O)[O-])cc1
6. CCc1ccc(NC(=O)c2cccnc2)cc1
7. COc1ccc(/C(O)=C2/C(=O)C(=O)N(CCN3CCOCC3)C2c2ccc(C)cc2)cc1 (centres undefined)
8. CCCCNCCOCCOc1ccc(C)cc1[N+](=O)[O-]

assay / entry	5	6	7	8
FXIa inh 1536	1	-3	0	5
KCC2 mod	-0.99	1.8	0.95	0.37
PERK inhibitor	1.1	1.3	1.2	1.4
Furin inhibitor	-29	-19[20 µM]	-1	-10
Calpain2 inh	-10	-33	21	-7
Thrombin inh	0	1	0	-1
Rad51 HR inh	-2	-1	5	2
FXIIa inh	9	22	11	21
KLK5 inh	3	-19	-3	-6

(next part)
9. CCOC(=O)C1(Cc2cccc(F)c2)CCN(Cc2nc(CC)[nH]c2C)CC1
10. COc1cccc(CSc2nnc(C(F)(F)F)n2Cc2ccc(F)cc2)c1
11. COC(=O)C(C(=O)OC)c1ncc(C(F)(F)F)cc1Cl
12. CC(=O)c1c(-c2ccccc2)c2cc(Cl)ccc2[nH]c1=O
13. O=C(Nc1cccc([N+](=O)[O-])c1)c1cnccn1
14. O=C(c1cccc(N2C(=O)C3C4C=CC(C4)C3C2=O)c1)N1CCCc2ccccc21 (centres undefined)
15. CCOC(=O)[C@H](CCc1ccccc1)N[C@@H](C)C(=O)N1CCC[C@H]1C(=O)O
16. Cc1nnc(SCC(=O)c2c(N)n(Cc3ccccc3)c(=O)n(C)c2=O)n1C

assay / entry	9	10	11	12	13	14	15	16
FXIa inh 1536	0	-6	22	0	-3	-5	8	-3
KCC2 mod	-0.8	nt	nt	nt	0.33	0.96	-0.21	-0.38
PERK inhibitor	1.7	-1.4	-0.6	-0.1	0.0	0.1	0.9	0.6
Furin inhibitor	-37	-21[20 µM]	-11	-9	-9	-28	-17	-18
Calpain2 inh	-54	-19	4	28	-55	-12	-11	-9
Thrombin inh	-4	-3	1	-4	-4	-6	2	-7
Rad51 HR inh	-131	-4	3	-3	-7	6	-3	-8
FXIIa inh	6	8	6	11	6	4	9	7
KLK5 inh	nt	24	20	5	-18	-6	-13	-3

17. Cc1cc(=O)oc(C)c1C(=O)NCc1ccccc1
18. Cc1ccc(C(=O)NCCc2nnc3ccc(SCC(=O)Nc4cc(C)on4)nn23)cc1
19. Cc1cc(C)n(-c2nnc(C)n2/N=C/c2ccco2)n1
20. Cc1nc2ccccc2n1/C(=N\S(=O)(=O)c1ccccc1)c1ccccc1
21. CSC1=N/C(=C\c2cccc(Cl)c2)C(=O)N1N(C)C
22. Cc1cccc(-c2oc(C)c(C)[n+]2[O-])c1
23. Cc1c(C(=O)N2CCc3ccccc32)oc2c1C(=O)CC(C)(C)C2
24. COC(=O)CSc1cc([N+](=O)[O-])cc2c1c(C1OCCO1)nn2-c1ccccc1

assay / entry	17	18	19	20	21	22	23	24
FXIa inh 1536	-8	-6	9	4	10	3	-6	5
KCC2 mod	-0.34	0.046	nt	0.91	0.034	-0.11	-1.1	-0.11
PERK inhibitor	0.7	1.2	-0.4	1.2	0.3	0.1	-0.5	1.3
Furin inhibitor	-8[20 µM]	-6	-9[20 µM]	-14	4	-13[20 µM]	-17[20 µM]	-13
Calpain2 inh	0	-28	-11	-6	24	-17	-27	-10
Thrombin inh	-5	-8	1	-9	1	7	1	3
Rad51 HR inh	-4	6	-4	4	-9	3	1	2
FXIIa inh	-1	5	16	13	7	5	8	16
KLK5 inh	4	-4	-4	-7	16	-22	-17	-10

25. CC(=O)N1N=C(c2ccccc2)OC12CCCC2
26. CCOC(=O)c1sc2ncnc(N3CCN(C(=O)OCC)CC3)c2c1C
27. N#C/C(C(N)=O)=c1/ccc2c(c1)N1C3=C(CCCC3)CC3CCCCC31N=2 (centres undefined)
28. COc1cccc(OCCCCN2CC(C)OC(C)C2)c1 (centres undefined)
29. O=C(NC1CC1)c1cc(-c2ccccn2)nc2ccccc12
30. CN1CCN(Cc2c(O)ccc3c2oc(=O)c2ccccc23)CC1
31. O=C(CN1C(=O)C2C3C=CC(C3)C2C1=O)OCC(=O)c1ccccc1 (centres undefined)
32. O=C(Nc1cccnc1)c1scc2c1OCCO2

assay / entry	25	26	27	28	29	30	31	32
FXIa inh 1536	-5	6	2	3	-2	4	-4	-9
KCC2 mod	-0.051	-0.53	0.03	nt	0.71	-0.21	1.2	nt
PERK inhibitor	-0.2	-0.8	-2.1	-0.2	1.2	-0.3	0.6	2.3
Furin inhibitor	-26	7	2	-7[20 µM]	-12[20 µM]	-18	-21	-24
Calpain2 inh	-72	14	8	-54	-1	13	-5	14
Thrombin inh	-11	-8	4	4	7	6	-6	-4
Rad51 HR inh	0	0	-27	1	13	2	nt	-4
FXIIa inh	7	1	9	-10	6	10	1	4
KLK5 inh	-2	1	3	-2	-4	13	-12	0

33. O=C(c1ccco1)N1c2ccccc2Sc2ccccc21
34. O=C(Oc1ccc2ccc(=O)oc2c1)C1CCCCC1
35. CC(Oc1ccccc1)c1nnc(N)s1 (centres undefined)
36. COc1ccc(C(=O)Nc2ccc(OCC(F)(F)C(F)F)c(C(F)(F)F)c2)cc1OC
37. COc1ccc(Cl)cc1NC(=S)N1CCC(c2ccc(C)cc2)C1 (centres undefined)
38. O=C(Cn1nnc2c(cnn2-c2ccc(F)cc2)c1=O)OC1CCCCC1
39. FC(F)(F)c1cnc(Sc2nc3nccc(-c4ccc(Cl)cc4)n3n2)c(Cl)c1
40. CC(C)C(=O)Nc1ccc([N+](=O)[O-])cc1Br

assay / entry	33	34	35	36	37	38	39	40
FXIa inh 1536	7	6	-1	0	-2	0	0	3
KCC2 mod	-1.6	-0.36	0.069	1	-0.43	0	-0.29	-0.87
PERK inhibitor	-0.2	1.0	-0.1	-0.1	1.7	-0.7	0.1	1.1
Furin inhibitor	-19[20 µM]	-124	-18	-17[20 µM]	-27	-16	-24[20 µM]	-28
Calpain2 inh	25	i	-23	-36	-10	30	9	6
Thrombin inh	31	1	-4	-1	-3	2	-2	-4
Rad51 HR inh	17	2	nt	-2	nt	3	nt	7
FXIIa inh	19	8	10	7	8	12	-11	1
KLK5 inh	39	-22	nt	-11	nt	-5	7	-4

41. CCS(=O)(=O)N1N=C(c2cccs2)CC1c1cc2cc(C)ccc2nc1Cl (centres undefined)
42. COc1cccc(NC(=O)c2nc3ncccn3n2)c1
43. CN1CCN(c2ccc(CNS(=O)(=O)c3ccsc3)cc2)CC1
44. COc1cc(C(=O)OCC(=O)N(C)Cc2ccccc2)cc(OC)c1OC
45. C=CCn1c(NCCO)nc2c1c(=O)n(C)c(=O)n2C
46. Cc1cc(C)c(S(C)(=O)=O)c(Oc2ccc(C(C)(C)C)cc2)n1
47. Cc1ccc(C2=NCCNC2=O)c(C)c1
48. Cc1ccc(NC(=S)N2CCCCC2CO)cc1C (centres undefined)

assay / entry	41	42	43	44	45	46	47	48
FXIa inh 1536	2	4	-12	13	-10	-2	3	-3
KCC2 mod	-0.067	-0.1	-1.2	-0.28	nt	0.006	0.19	0.2
PERK inhibitor	-1.4	-0.9	0.7	-1.1	1.0	-1.0	0.2	2.2
Furin inhibitor	-24	-13[20 µM]	-14	-19[20 µM]	-21	-11[20 µM]	-5	-12
Calpain2 inh	-46	-6	40	14	20	22	-4	-21
Thrombin inh	-2	5	-8	17	-7	-3	1	-5
Rad51 HR inh	-6	3	15	4	3	nt	0	nt
FXIIa inh	8	14	-3	18	17	5	5	1
KLK5 inh	3	0	-8	16	-22	2	-14	-7

49. COc1ccccc1Nc1nc(C2(C)CCC(=O)O2)cs1 (centres undefined)
50. CCOC(=O)c1c(NC(=O)CSc2nnnn2C)sc(C)c1C
51. CCOC(=O)c1csc(NC(=O)CSc2nnnn2-c2ccc(OCC)cc2)n1
52. CC1c2ccsc2CCN1S(=O)(=O)c1ccccc1 (centres undefined)
53. O=Cc1cn(-c2ccccc2)nc1-c1cc2c(ccc3ccccc32)oc1=O
54. COC(=O)c1ccc(CNC(=O)COC(=O)c2cc(Cl)nc(Cl)c2)cc1
55. S=c1[nH]nc(-c2cc(-c3ccco3)[nH]n2)n1-c1ccccc1
56. N#Cc1c(/N=C/C=C/c2ccccc2)sc2c1CCCC2

assay / entry	49	50	51	52	53	54	55	56
FXIa inh 1536	2	-7	3	-1	-19	-2	-6	7
KCC2 mod	-2.5	-0.47	0.26	-1.4	-0.15	-0.73	0.0077	-0.58
PERK inhibitor	-0.5	-1.8	0.9	-1.0	0.1	0.2	0.6	1.9
Furin inhibitor	-15	-8	-16	-12	-10[20 µM]	-10	-93[20 µM]	-9[20 µM]
Calpain2 inh	-34	-8	13	19	-408	7	16	-5
Thrombin inh	-8	-5	2	-11	-13	nt	-2	5
Rad51 HR inh	-3	3	3	-5	nt	-5	-5	nt
FXIIa inh	8	10	10	5	-6	5	6	18
KLK5 inh	-13	-26	0	-5	-129	-6	-17	-1

57. CN(CC1CCCO1)S(=O)(=O)c1ccc(C(=O)Nc2nccs2)cc1 (centres undefined)
58. COc1ccccc1N1CCN(C(=O)CSc2nc3ccccc3[nH]2)CC1
59. OC(c1ccccc1)(c1ccccc1)C1CCN(C(=S)NC2CCCC2)CC1
60. Cc1ccc(C(=O)CC2(O)C(=O)N(Cc3ccccc3Cl)c3ccccc32)o1 (centres undefined)
61. O=C(Cn1cnc2ccccc2c1=O)Nc1ccc(N2CCOCC2)cc1
62. CCOC(=O)C1CCN(c2c(N(C)Cc3ccco3)c(=O)c2=O)CC1
63. O=C(CN1C(=O)CCSc2ccccc21)Nc1ccc2c(c1)OCCO2
64. Cc1cc(C(=O)CSc2nnc(Nc3ccccc3F)s2)c(C)n1CC1CCCO1 (centres undefined)

assay / entry	57	58	59	60	61	62	63	64
FXIa inh 1536	-1	18	-5	-8	1	2	-2	7
KCC2 mod	0.78	nt	-0.42	0.14	0.82	0.017	-0.21	0.024
PERK inhibitor	1.1	-2.4	0.3	-1.0	0.8	0.8	-1.2	-0.1
Furin inhibitor	-17	-10[20 µM]	-9	-18[20 µM]	-29	-11	-21	-10
Calpain2 inh	-4	-16	8	-5	-1	-29	4	-10
Thrombin inh	2	2	-10	1	-1	-6	1	0
Rad51 HR inh	nt	nt	0	4	6	-6	1	-3
FXIIa inh	11	14	2	9	9	8	6	19
KLK5 inh	2	20	-5	-20	0	-4	2	-5
